HTR5A inv ag = HTR5A inverse agonists in luminescence cell assay, primary screen, counter-screen for OPRM1-OPRD1 heterodimer inverse agonist project, full-deck HTS; 5-hydroxytryptamine receptor 5A (Homo sapiens), P47898; HTR5A cell line, inverse agonism; inhibition, % at 9.3 µM; actives 0.083% (n = 340,000); in the data active = inhibition mostly above about 23%, no sharp cut-off; inactive = mostly below about 18%;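 note: 0% = cells with DMSO and 100% = no-cell wells with DMSO; some compounds called inactive have numbers as strong as hits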
PfHsp90 set2 = growth inhibition of PfHsp90-expressing yeast, primary screen, antimalarial PfHsp90 inhibitor project, S. cerevisiae, BacTiter-Glo luminescence, single point, set 2; AID 504621, 2011; actives 0.32% (n = 310,000); inhibition, % at 9.4 µM; BacTiter-Glo ATP, 48 h; yeast lacking PDR1 and PDR3 efflux regulators;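 active = every replicate shows inhibition above about 80%, whatever the replicate mean, limit read from the data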;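 note: 0% = DMSO neutral controls and 100% = 20 µM radicicol positive controls; yeast relying on Plasmodium falciparum Hsp90 in place of its own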
SUMO Mot1 rescue = yeast Mot1-301 growth rescue at high temperature, primary screen, SUMOylation pathway inhibitor project, S. cerevisiae, ATP luminescence, 38.5C | growth rescue, % at 18.8 µM | actives 1% (n = 320,000) | S. cerevisiae Mot1-301 growth rescue; percent above DMSO median, 100 means doubled;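 active = every valid replicate shows activation above 250% relative to neutral control wells; inactive = the rest, any valid replicate at or below 250%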;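 note: OY570 slx delta 5 strain wells were the positive control but not used for scaling; some compounds called inactive have numbers as strong as hits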
Pemphigus Ab inh = inhibitors of pemphigus antibody binding to DSG3, primary screen, biochemical, bead-based, flow cytometry, scFv-GFP | DSG3-coupled beads, scFv-anti-DSG3-GFP binding; stronger effect = lower value | binding (percent of control), % at 10 µM | actives 0.48% (n = 310,000) | AID 588358, 2011;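 active = binding more than 3 SD below its plate's average and above zero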;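 note: hits lower antibody fragment binding to DSG3; some compounds called inactive have numbers as strong as hits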
AddAB inh = growth inhibition of E. coli expressing H. pylori AddAB, primary screen, AddAB inhibitor project, absorbance; actives 0.29% (n = 330,000); inhibition, % at 11.9 µM; in the data active = inhibition above about 12%;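 note: 0% = vehicle wells of infected cells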
E coli growth = E. coli V3065 growth inhibition, primary screen, counter-screen for AddAB inhibitor project, absorbance, OD600 | inhibition, % at 11.9 µM | actives 0.27% (n = 330,000) | 18 h;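 active = inhibition above the campaign's mean inhibition across all tested compounds plus 3 SD, cut at about 9.9% in these data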;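 note: uninfected addAB+ strain grown without phage in ampicillin broth; 0% = DMSO wells and 100% = ciprofloxacin 0.95 µg/ml wells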
MOR-DOR inv ag = inverse agonists of MOR-DOR heterodimerization, primary screen, cell-based, luminescence; cell-based MOR-DOR heterodimer luminescence, inverse agonism; actives 0.21% (n = 340,000); Mu-type opioid receptor (Homo sapiens) + Delta-type opioid receptor (Homo sapiens), …; inhibition, % at 9.3 µM; in the data active = inhibition above about 22%, passing the limit was not always enough;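 note: 0% = cells with DMSO and 100% = wells without cells with DMSO; values of inactives mirror those of a sister screen read the other way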
Target sequence (P35372 whole entry, looked up): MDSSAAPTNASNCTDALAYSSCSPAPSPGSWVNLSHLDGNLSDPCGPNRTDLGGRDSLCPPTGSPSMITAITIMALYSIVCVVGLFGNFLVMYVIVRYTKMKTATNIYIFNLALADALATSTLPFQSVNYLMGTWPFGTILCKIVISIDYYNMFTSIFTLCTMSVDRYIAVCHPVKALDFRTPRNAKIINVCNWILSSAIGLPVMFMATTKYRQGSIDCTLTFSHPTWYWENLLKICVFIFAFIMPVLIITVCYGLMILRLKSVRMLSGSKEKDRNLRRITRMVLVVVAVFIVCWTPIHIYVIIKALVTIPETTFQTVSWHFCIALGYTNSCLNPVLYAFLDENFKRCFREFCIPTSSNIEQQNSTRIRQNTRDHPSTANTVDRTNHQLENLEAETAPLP
Target sequence (P41143 whole entry, looked up): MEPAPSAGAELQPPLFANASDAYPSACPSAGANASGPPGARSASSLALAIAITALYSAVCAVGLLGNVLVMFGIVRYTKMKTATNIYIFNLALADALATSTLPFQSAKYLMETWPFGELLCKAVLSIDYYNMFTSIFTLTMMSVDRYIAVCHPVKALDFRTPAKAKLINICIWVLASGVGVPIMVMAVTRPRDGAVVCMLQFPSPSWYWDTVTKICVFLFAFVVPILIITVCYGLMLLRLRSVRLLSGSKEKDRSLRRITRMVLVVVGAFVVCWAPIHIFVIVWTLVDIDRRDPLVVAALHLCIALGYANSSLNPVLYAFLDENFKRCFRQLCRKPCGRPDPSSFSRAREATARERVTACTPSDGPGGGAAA
OPRM1-OPRD1 ag = agonists of OPRM1-OPRD1 heterodimerization, primary screen, cell-based, luminescence; actives 0.3% (n = 340,000); AID 504326, 2011; cells; activation, % at 9.3 µM; Mu-type opioid receptor (Homo sapiens) + Delta-type opioid receptor (Homo sapiens), …; in the data active = activation above about 18%;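 note: 0% = vehicle-treated cells and 100% = reference agonist; values of inactives mirror those of a sister screen read the other way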
phage Ecoli inh = growth loss of phage-infected E. coli, primary screen, RecBCD inhibitor project, absorbance, with phage, HTS | inhibition, % at 11.9 µM | actives 0.26% (n = 360,000); in the data active = inhibition above about 11%
PKA-R1A activ = activators of PKA-R1A holoenzyme, primary screen, biochemical, fluorescence polarization, Cy5-IP20, bovine R1A, mouse PKAc; AID 504707, 2011; activation, % at 11.4 µM; actives 0.083% (n = 340,000); cAMP-dependent protein kinase type I-alpha regulatory subunit (Bos taurus) + …; PKA-R1A dissociation; scaled: DMSO 0%, 113 µM cGMP 100%;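 active = percent activation above the mean of all tested compounds plus 3 SD, cut at about 19% in these data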;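 note: higher means more PKAc released from R1A so a rise in polarization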
HTR5A ag ctr = HTR5A agonists in luminescence cell assay, primary screen, counter-screen for OPRM1-OPRD1 heterodimer agonist project, full-deck HTS. 5-hydroxytryptamine receptor 5A (Homo sapiens), P47898. cell-based. activation, % at 9.3 µM. actives 0.61% (n = 340,000); in the data active = activation mostly above about 9.5%, no sharp cut-off; inactive = mostly below about 7.6%;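 note: 0% = cells with vehicle only and 100% = reference agonist; strong numbers were not always called active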
* hit, by the source's call; x = no result given.

No.	Compound	HTR5A inv ag	PfHsp90 set2	SUMO Mot1 rescue	Pemphigus Ab inh	AddAB inh	E coli growth	MOR-DOR inv ag	OPRM1-OPRD1 ag	phage Ecoli inh	PKA-R1A activ	HTR5A ag ctr
1	Cc1ccc(C(=O)N2CCCC(Nc3ccc(C)c(C)c3)C2)c(=O)[nH]1 (stereo unspecified)	-19	18	-7	x	-3.1	0.6	14	-2.6	2.0	-1	-2
2	O=C(CCN1CCCCO1)N1CCCC(Nc2cccc(F)c2)C1 (stereo unspecified)	-10	-7	-22	111	2.3	0.3	13	-2.4	2.3	-1	3
3	Cn1cnc([N+](=O)[O-])c1Sc1ncn[nH]1	5	-4	45	90	1.8	1.5	17	-3.3	2.4	4	-1
4	COc1ccc(C(=O)N/N=C/c2cc(Br)ccc2O)cc1OC	-55	-9	133	96	-3.5	-3.0	0	0.1	0.8	1	17*
5	Cc1ccc(/C(N)=N/OC(=O)C(C)c2ccc([N+](=O)[O-])cc2)cc1 (stereo unspecified)	1	3	1	88	1.4	2.6	-32	6.8	3.1	-11	0
6	Cc1cc(-c2ccc(C)c(S(=O)(=O)N3CCN(c4ccccn4)CC3)c2)on1	-52	-4	-1	101	0.8	-0.2	11	-2.2	0.1	-5	-4
7	CCOc1ccc(N2Cc3ncccc3C2=O)cc1	-4	17	0	99	0.1	-4.2	14	-2.6	3.5	-5	1
8	COc1ccc(NC(=O)CN2CCC(Cc3ccccc3)CC2)cc1S(=O)(=O)N1CCOCC1	-4	-1	9	104	1.0	0.9	3	-0.6	1.0	-10	1
9	Cc1ccc(-n2nnnc2SCC(=O)Nc2sc(C)c(C)c2C#N)cc1C	-4	-32	-3	97	1.5	-1.5	0	0.0	4.0	-4	6
10	COc1ccc([N+](=O)[O-])cc1NS(=O)(=O)c1ccc(C(=O)N2CCCC2)cc1	-15	5	2	99	4.0	2.5	15	-2.9	-0.3	-4	4
11	CC(=O)Nn1cnc2c(c1=O)C1(CCCCC1)Cc1ccccc1-2	-1	15	-4	94	0.9	-4.8	2	-0.4	3.7	-3	0
12	CC1CC1C(=O)OCC(=O)Nc1ccc(N=Nc2ccccc2)cc1 (stereo unspecified)	20	28	9	98	3.5	0.2	-16	3.0	3.6	2	1
13	CCOc1ccc(N(C)C(=O)CCc2nnc3ccc(N4CCCCC4)nn23)cc1	-12	27	-9	100	1.9	-1.0	7	-1.4	0.8	-6	-2
14	O=C(Cc1ccccc1Cl)NNC(=O)Nc1ccccc1	-13	-4	-23	119	-2.0	-2.7	5	-0.9	1.8	-5	4
15	c1ccc(-c2noc(C34CC5CC(CC(C5)C3)C4)n2)cc1	12	0	-4	88	0.2	0.3	-2	0.4	1.6	-5	-4
16	CSc1ccccc1OCc1cc(C(=O)N2CCc3c(Cl)cccc3C2)no1	-11	0	45	113	-0.4	-0.8	-1	0.2	0.2	-3	3
17	O=c1[nH]c2ccc(S(=O)(=O)N3CCN(c4ccccc4F)CC3)cc2s1	-2	-10	-10	x	-1.3	-2.7	-14	2.3	2.2	-8	1
18	COc1ccc(NC(=O)c2ccc(NC(=O)COC(=O)CC(NC(=O)c3ccccc3Cl)c3ccccc3)cc2)cc1 (stereo unspecified)	-10	10	x	96	0.8	1.2	9	-1.4	0.7	9	4
19	Cc1c(Cl)cccc1NC(=O)CCN1CCCC(C)C1 (stereo unspecified)	7	-21	-16	104	1.7	-0.7	-5	0.8	2.4	-11	-1
20	COc1ccc(NS(=O)(=O)c2cc(NC(=O)c3cccc(OCc4c(C)noc4C)c3)ccc2OC)cc1	5	4	58	83	4.7	2.2	8	-1.5	3.7	-4	-5
21	CCCn1nc(NC(=O)COC)c2cc3cc(C)ccc3nc21	1	9	-12	103	x	x	7	-1.5	x	2	0
22	O=C(c1ccccc1)c1ccncc1	-7	x	-1	105	1.1	0.7	9	-1.5	2.8	-4	-2
23	S=C(NCc1ccccc1Cl)Nc1ccccc1Cl	6	-27	13	97	8.8	3.2	8	-1.5	3.5	-11	-2
24	CC(=O)Nc1ccccc1C(=O)C(=O)Nc1ccc(F)cc1	-15	22	10	96	2.3	-0.8	11	-2.1	2.5	-10	1
25	CCn1c(SCC(=O)Nc2nc(C)cs2)nnc1-c1ccco1	24	-6	6	106	1.6	0.6	21	-3.4	3.3	-4	3
26	COc1ccc(NCCNc2ccc(OC)cc2)cc1	-7	26	15	106	2.5	2.1	-20	3.8	2.8	-19	2
27	Cc1ccc(NC(=O)c2cccc(NC(=O)/C=C/c3ccco3)c2)cc1C	-16	-3	4	93	2.5	2.1	5	-0.7	0.9	-13	3
28	Cc1ccc(S(=O)(=O)N(C)C)cc1NC(=O)COC(=O)COc1ccccc1[N+](=O)[O-]	4	2	4	96	2.1	0.5	5	-0.9	1.6	1	-1
29	S=C(NCCc1ccccc1)NN=C1CCCCCC1	-4	21	21	104	-3.0	0.4	8	-1.6	0.8	-5	1
30	COc1cc(C(C(=O)NC(C)(C)C)N(C(=O)CNC(=O)c2cccs2)c2ccccc2)cc(OC)c1OC (stereo unspecified)	-7	31	14	97	2.7	2.1	17	-3.1	0.0	-12	3
31	CCN(CC)S(=O)(=O)c1ccc(C(=O)N2CCN(C3=NS(=O)(=O)c4ccccc43)CC2)cc1	17	-18	-8	109	1.3	0.2	-4	1.0	0.6	-3	-6
32	COCc1c(C(=O)N2CCN(Cc3ccc(C#N)cc3)CC2)oc2ccccc12	-2	-30	0	112	2.1	-1.9	8	-1.5	-3.3	-1	1
33	O=C(c1ccco1)N1CCN(c2ccc(Cl)cc2)CC1	12	3	3	x	2.2	0.3	6	-1.0	1.9	-1	0
34	CCCCCCc1nnc(NC(=O)OCC)s1	-2	x	-10	104	2.3	1.6	3	-0.6	4.0	-2	2
35	Cc1ccc(N(O)C(=O)OCCNC(=O)Nc2ccccc2)cc1	5	23	-5	87	1.3	-2.8	1	-0.1	2.3	-1	5
36	Cc1cc(=O)oc2c(C)c(OCC(=O)NCCCN3CCOCC3)ccc12	0	-2	205	100	0.5	0.6	10	-2.1	-1.5	1	-2
37	Cc1nnc(SCc2cc(=O)oc3cc(O)ccc23)n1Cc1ccccc1	-4	21	392	101	2.5	-1.0	3	-0.6	2.0	2	2
38	COc1ccc(N(C)S(=O)(=O)c2ccc(C)cc2)c([N+](=O)[O-])c1	-1	10	3	99	1.6	-0.7	9	-1.6	4.7	-2	0
39	CCN(CC)CCN1C2=C(C(=O)CC(C)(C)C2)C(c2cccc(F)c2)C2=C1CC(C)(C)CC2=O	-13	-3	-2	112	0.9	0.0	-2	0.3	0.5	-5	5
40	NC(=O)C[C@@H]1NC(=O)CNC(=O)c2cc([N+](=O)[O-])cc(I)c2NCCC(C(N)=O)NC1=O (stereo partly specified)	2	5	-9	100	-1.1	-0.9	2	-0.3	1.8	-13	6
41	NC(=O)c1ccccc1N/C=C/C(=O)c1ccco1	-13	2	x	96	-2.6	1.4	5	-0.9	2.1	-4	5
42	COCc1c(C(=O)OCC(=O)NCc2ccco2)oc2ccccc12	18	x	3	100	-15	0.5	8	-2.2	0.6	-3	1
43	CCNC(=S)N(CCCO)Cc1cc2cc3c(cc2[nH]c1=O)OCCO3	-5	6	16	105	2.8	-1.1	15	-3.3	0.1	-1	1
44	COC(=O)c1c(NC(=O)c2nc3ccccc3s2)sc2c1CCN(C(C)=O)C2	-18	2	16	105	0.4	-2.6	9	-1.8	x	0	7
45	Cc1ccc(NS(=O)(=O)c2cccc(C(=O)NC3CCN(Cc4ccccc4)CC3)c2)cc1	-29	16	x	114	x	x	-4	1.1	-0.9	6	12
46	Cc1cc(Cl)ccc1NC(=O)CN1C(=O)NC2(CCCc3ccccc32)C1=O (stereo unspecified)	-16	18	-14	112	-1.0	1.3	26	-5.3	5.9	-3	10
47	CC(C)c1ccc(-c2csc3ncnc(N4CCN(C)CC4)c23)cc1	3	-4	12	94	-0.2	0.6	-5	1.1	2.0	11	-1
48	Cc1nnc(NN)n(N)c1=O	x	x	-27	107	0.3	0.2	x	x	-1.9	x	x
49	O=C(CCC(=O)Nc1ccccc1)N/N=C/c1cccnc1	8	-4	336	112	3.0	0.3	0	-0.1	1.7	-3	-3
50	Cc1[nH]c(=O)c(S(=O)(=O)c2ccccc2)c(C)c1Cl	2	5	-11	94	0.6	-2.1	8	-1.4	1.2	9	-1

Next records.
No.	Compound	HTR5A inv ag	PfHsp90 set2	SUMO Mot1 rescue	Pemphigus Ab inh	AddAB inh	E coli growth	MOR-DOR inv ag	OPRM1-OPRD1 ag	phage Ecoli inh	PKA-R1A activ	HTR5A ag ctr
51	Cn1nccc1NC(=O)Nc1ccccc1	-6	-13	-5	115	0.8	0.5	6	-1.2	x	-4	2
52	CC1CCN(C(=O)c2[nH]cnc2C(=O)N2CCN(c3ccccc3)CC2)CC1	-24	14	-12	98	-2.4	-1.0	22	-4.9	1.4	0	2
53	CC(C)CN1CCN(Cc2cccn2-c2cccnc2)CC1CCO (stereo unspecified)	-7	x	-12	126	0.2	1.8	0	0.0	-1.8	5	-1
54	CCOc1ccc2[nH]cc(C(=O)NCCc3ccccc3)c(=O)c2c1	4	3	-16	111	-0.4	0.1	-34	7.1	3.0	-6	-1
55	O=C(NCC1CCCO1)c1ccccc1OCc1ccc(Cl)cc1 (stereo unspecified)	4	x	-30	119	0.9	0.6	-2	0.4	2.0	2	-2
56	COc1ccc(Cl)cc1NC(=O)N1CCN(c2ccccc2OC)CC1	-14	1	-7	108	1.4	-2.0	10	-1.8	0.8	10	0
57	Cn1c(SCC(=O)Nc2ccccc2)nnc1C(F)(F)F	-3	-6	-2	105	-0.4	3.2	9	-1.8	0.5	-8	1
58	CCOc1ccc2c(c1)sc(N)[n+]2Cc1cc(C)cc2cccnc12	13	3	10	90	1.5	-0.9	6	-1.1	3.4	-9	0
59	CC(=O)NCC(=O)NNC1CC(=O)N(c2cccc(Cl)c2)C1=O (stereo unspecified)	-10	-11	6	x	2.8	-3.1	9	-1.8	-2.9	-13	4
60	COc1ccc(CN2CCNC(=O)C2CC(=O)NC2CCCC2)c(C)c1C (stereo unspecified)	13	1	-4	95	-0.7	-0.9	0	0.0	2.7	-2	-4
61	N#CC1=C(N)C(C#N)(C#N)C(c2ccc[nH]2)C2CCCC=C12 (stereo unspecified)	4	-10	-4	115	2.7	-1.6	-14	2.4	1.8	4	2

Screening data deposited in PubChem BioAssay by several laboratories.
